Screening results as filed in PubChem.
Tb PFK inh: qHTS Assay to Find Inhibitors of T. brucei phosphofructokinase; T. brucei PFK, ADP-Glo luminescence; Potency, µM (highest dose often 57.5 µM), without a hit: at the highest dose activity, negative = inhibition, most hits filed as inhibitors; 330,000 tested, 0.17% active; AID 485367, 2010;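 also: potency is read from the fitted curve at half-maximal effect; 0% = uninhibited 1x PFK enzyme wells and -100% = no-enzyme wells; nearly all actives have a fitted effect of over 60% in size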
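1.25 nM PFK with 0.5 mM F6P and 0.1 mM ATP in 0.1 M TEA pH 8.0, 5 mM MgCl2, incubated 45 min at room temperature; ADP measured by ADP-Glo luminescence; compounds titrated up to 57 uM.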
CXXC DNA block: qHTS Fluorescence Polarization Assay for Inhibitors of MLL CXXC domain - DNA interaction; Potency, µM (series often up to 115 µM), inactives show at the highest dose activity change, negative = inhibition, usual class: inhibitors; Histone-lysine N-methyltransferase 2A (Homo sapiens), Q03164; MLL-CXXC / FITC-HOXA9 DNA fluorescence polarization; AID 2662, 2010; 290,000 tested, 0.037% active; active = well fitted inhibition curve with a large enough effect in the polarisation, with a control signal flat, not every such curve was filed as active; inconclusive = small, poorly fitted or top-dose-only effect, or effect the other way, or a change in a side signal; inactive = no such curve, though single readings can be large or run the other way; the % refers to the polarisation; also: potency is read from the fitted curve at half-maximal effect
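Steps: dispense CXXC domain solution (7 uM) → pin compounds or unlabeled HOX-A9 DNA control → 5 min ambient → add FLSN-HOX-A9 solution (50 nM) → spin → 30 min ambient → fluorescence polarization. Tris pH 7.5/NaCl/DTT/BSA buffer.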
TCR act: Activators of T cell receptors: qHTS campaign | primary human leukocytes, anti-CD3, IL-2 HTRF, 48 h | Potency, µM (highest dose often 9.22 µM), for the others: at the highest dose activation of IL-2 secretion, most hits filed as activators | 330,000 tested, under 10 active | AID 504894, 2011; also: % of control where 0% means no effect
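HTRF read-out of IL-2 secretion: europium cryptate donor excited at 320nm, d2 acceptor emission at 665nm. Cells were primary human leukocytes incubated 48 hr with compounds and a-CD3 beads, supplying TCR signal only.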
FBPA coupling cs: qHTS Assay for Inhibitors of Fructose-1,6-bisphosphate Aldolase from Giardia Lamblia: Coupling assay counterscreen; coupling enzyme system counterscreen, AmpLite Red fluorescence; activity change, negative = inhibition, % at 58.2 µM, hits read low; 290,000 tested, 0.67% active; AID 2472, 2010; in the data active = activity change below about -30%; also: % is scaled to controls: 0 for no effect and ±100 for the full control effect
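Counterscreen of the coupled detection system alone, without aldolase: glyceraldehyde-3-phosphate coupling enzymes plus AmpLite Red readout. Compounds at 57.5 uM final, 10 min RT preincubation, 20 min RT reaction, fluorescence 525/598 nm.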
hERG WT inh: qHTS for Inhibitors of KCHN2 3.1: Wildtype qHTS; Voltage-gated inwardly rectifying potassium channel KCNH2 (Homo sapiens), Q12809; U2OS, BacMam KCNH2, thallium flux FluxOr; active compounds read low; activity change, % at 1.84 µM; 340,000 tested, 0.37% active; AID 720551, 2013;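 active = maximum activity change below -70%; inconclusive = maximum activity change between -70% and -50%; inactive = maximum activity change above -50%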; also: % is scaled to controls: 0 for no effect and ±100 for the full control effect
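U2OS cells were transduced with wild-type KCNH2 virus (2.03 x 10^8 / mL) for 4 h at room temperature, then cultured overnight at 37 C. Thallium flux was read with FluxOr dye. Rate constants were normalized to DMSO controls.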
GALK inhibitor: qHTS Assay for Inhibitors of Human Galactokinase (GALK) | P51570 | Purified GALK, Kinase-Glo residual ATP luminescence | Potency, µM (highest dose often 57.5 µM), without a hit: top-dose activity change, negative = inhibition, usual class: inhibitors | 270,000 tested, 0.007% active | AID 1868, 2009; also: potency is read from the fitted curve at half-maximal effect; % is scaled to controls: 0 for no effect and ±100 for the full control effect
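Compounds were pin-transferred into ATP buffer (35 uM final), then GALK plus galactose (5 nM, 100 uM final) was added. After 1 h at room temperature, Kinase-Glo Plus was added and luminescence read after 10 min.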
BCR signal inh: qHTS Assay to Find Inhibitors of Chronic Active B-Cell Receptor Signaling; 340,000 tested, 0.05% active; Potency, µM (doses to about 46.1 µM), for the others: at the highest dose ratio change, negative = lower green/red ratio, usual class: inhibitors; ABC-DLBCL IkBa-CBG/CBR reporter, luminescence ratio, 4 h; AID 493014, 2011; active = well fitted inhibition curve with a large enough effect in the signal ratio, with a control signal flat, not every such curve was filed as active; inconclusive = small, poorly fitted or top-dose-only effect, or effect the other way, or a change in a side signal; the % refers to the signal ratio;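 also: potency is read from the fitted curve at half-maximal effect; plate controls were basal doxycycline-induced cells for no effect and cells given 10 µM MG132 for full effect; MG132 reads +100%, hits lower the ratio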
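Compounds up to 46 uM were incubated four hours with TMD8 cells whose green CBG68 luciferase is fused to IkappaBalpha; red CBR luminescence normalised the signal, and concentration-effect curves were fitted to fusion, red and ratio data.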
TSHR antag: Antagonists of the Thyroid Stimulating Hormone Receptor: HTS campaign; AID 504810, 2011; 330,000 tested, 0.2% active; Thyrotropin receptor (Homo sapiens), P16473; activity change, negative = inhibition, % at 11.5 µM; TSHR-expressing cells, TSH-stimulated cAMP HTRF, 2 h; active compounds read low;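 active = activity change below a set negative limit, meaning inhibition stronger than a set level, cut at about -70% in these data; inconclusive = activity change between two set negative limits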; also: % is scaled to controls: 0 for no effect and ±100 for the full control effect
Target sequence (P16473 whole entry, looked up): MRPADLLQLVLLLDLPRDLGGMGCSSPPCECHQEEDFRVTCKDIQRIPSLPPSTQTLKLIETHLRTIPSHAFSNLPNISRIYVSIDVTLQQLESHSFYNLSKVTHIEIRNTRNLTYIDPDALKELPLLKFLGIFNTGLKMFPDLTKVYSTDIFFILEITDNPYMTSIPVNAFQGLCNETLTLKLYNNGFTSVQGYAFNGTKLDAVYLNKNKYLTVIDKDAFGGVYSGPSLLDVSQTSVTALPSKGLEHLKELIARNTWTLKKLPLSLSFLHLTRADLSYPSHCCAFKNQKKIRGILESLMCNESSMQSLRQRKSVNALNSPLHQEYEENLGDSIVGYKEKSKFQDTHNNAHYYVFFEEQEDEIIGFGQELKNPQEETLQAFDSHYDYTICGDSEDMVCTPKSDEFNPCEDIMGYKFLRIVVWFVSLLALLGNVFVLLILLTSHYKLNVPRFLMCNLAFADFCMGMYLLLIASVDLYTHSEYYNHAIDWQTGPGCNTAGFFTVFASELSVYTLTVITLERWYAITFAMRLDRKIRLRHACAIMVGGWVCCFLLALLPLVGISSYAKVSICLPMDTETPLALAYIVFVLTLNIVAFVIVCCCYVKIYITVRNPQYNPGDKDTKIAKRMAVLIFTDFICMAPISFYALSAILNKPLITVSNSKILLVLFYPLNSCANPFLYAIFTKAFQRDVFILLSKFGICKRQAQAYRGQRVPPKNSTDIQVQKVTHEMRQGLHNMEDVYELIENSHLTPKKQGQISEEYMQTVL
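Antagonism was scored as loss of TSH-driven cAMP in TSHR cells, stimulated with 4nM TSH (EC80) for 2 hours at 37 deg C and detected by homogeneous HTRF competition immunoassay.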
Giardia kill: Small Molecules that selectively kill Giardia lamblia: qHTS. 340,000 tested, 0.15% active. activity change, % at 7.66 µM, hits read low. Giardia lamblia trophozoite viability; in the data active = activity change below about -80%; inconclusive = between about -30% and that limit;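 also: parasites exposed to compound for two days anaerobically before the ATP read; % is scaled to controls: 0 for no effect and ±100 for the full control effect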
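Each well holds 100 Giardia trophozoites and compound. After two days (48 hrs) at 37 deg C in anaerobic conditions, ATP is quantified by luminescence.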
A-T KAP1 phos: qHTS Assay for Identifying a Potential Treatment of Ataxia-Telangiectasia; […] A-T fibroblasts, KAP-1 phosphorylation AlphaLISA; neocarzinostatin DNA damage 30 min before lysis; Potency, µM (doses to about 57.5 µM), for the others: at the highest dose activation, hits mostly activators; 320,000 tested, 0.19% active; AID 485349, 2010; also: potency is read from the fitted curve at half-maximal effect; % of control where 0% means no effect; nearly all actives have a fitted effect of over 45% in size
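ATM-like activity read as KAP-1 phosphorylation via AlphaLISA donor/acceptor antibody pairs after lysis and 6 hr at 25C. Cells were ATM-null patient fibroblasts ([…], hTERT), dosed 60 min, then exposed to the DSB inducer NCS for 30 min.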
* hit, by the source's call; ? = inconclusive; . = no result given; [ ] = remark or other dose. Unless noted, calls follow the shape of the dose curve; as a rule, active = well fitted curve in the direction sought with a large enough effect; inconclusive = small, poorly fitted or top-dose-only effect, or another doubt; inactive = no such curve, though single readings can be large; an effect the other way counts as inactive or inconclusive.

smiles	BCR signal inh	TSHR antag	FBPA coupling cs	Tb PFK inh	CXXC DNA block	Giardia kill	A-T KAP1 phos	GALK inhibitor	TCR act	hERG WT inh
CC(NC(=O)C(=O)N1CCCCC1)C(c1cccs1)N1CCN(C)CC1 (stereo not drawn)	2.7%	48.8	.	-3.1%	-5.4%	-5.1	2.2%	2.1%	-6.2%	-11.6
COc1ccc(CCNC(=S)Nc2cccc(C)c2C)cc1	1.0%	8.9	3.1	4.1%	3.4%	-3.4	3.4%	2.2%	0.2%	-5.7
OCCn1c(-c2ccccc2)csc1=Nc1ccccc1	1.0%	-9.1	1.2	-0.5%	-1.5%	3.5	0.3%	.	2.6%[46.1 µM]	1.4
O=C(CCC(=O)N1CCCC1)Nc1nnc(C(F)(F)F)s1	0.3%	-9.6	0.2	1.5%	-1.8%	2.7	-4.1%	0.0%	1.0%	-5.4
Nc1nc(SCC(=O)N2CCOCC2)[nH]c(=O)c1-c1ccccc1	3.6%	-4.1	-0.7	-1.2%	-7.0%	-12.6	-0.4%	2.0%	14.6%	-4.3
O=C1CCCc2ccccc2N1Cc1ccc(F)cc1	9.7%	-5.2	-2.9	6.8%	8.8%	5.0	-2.3%	6.6%	-0.8%	-9.0
COc1cc2c(cc1OC)CN(C(=O)c1ccc3nc[nH]c3c1)CC2	?	-0.2	0.5	1.8%	6.2%	2.6	-1.2%	1.9%	-0.7%	-2.0
O=C(CCc1ccccc1)Nc1ccccc1F	?	0.2	-0.3	-4.1%	8.8%	-9.1	0.7%	-2.5%	2.5%	3.8
Cc1ccccc1C(C(=O)NC1CCCCC1)N(C(=O)c1ccccn1)c1cccnc1 (stereo not drawn)	10.2%	1.1	0.7	-5.4%	-10.6%	2.4	0.0%	3.4%	-9.5%	26.5
O=C(NCCc1ccccc1)C1CCN(S(=O)(=O)N2CCC3(CC2)OCCO3)CC1	-1.4%	3.8	3.3	-10.2%	-0.2%	2.9	-1.7%	0.2%	-4.0%	-3.1
COc1ccc(Nc2nc(C)cc(C)c2C(N)=O)cc1	?	-7.3	-0.4	-3.1%	-2.8%	7.3	.	6.7%	8.8%	-8.5
Cc1ccc(-c2nn3nnnc3c3ccccc23)cc1C	-0.4%	13.3	-0.2	-1.4%	-14.8%	11.9	10.9%	0.6%	-0.2%	4.9
CN(Cc1cccc(F)c1)C(=O)c1cc(=O)[nH]c2ccccc12	-3.8%	4.5	2.8	0.7%	-4.3%	1.9	-1.5%	17.0%	-16.5%	-6.0
Cc1cccc2nc(C(=O)Nc3cccc(C(=O)NC4CC4)c3)cn12	?	8.1	.	-7.0%	.	-17.6	-1.3%	.	-1.2%	-1.6
COc1ccc(NC(=O)CN2CCN(C(=O)c3ccco3)CC2)c(OC)c1	-1.2%	10.8	-0.9	5.8%	-5.5%	-8.8	0.7%	-3.3%	-10.0%	4.4
O=C(NC1CC1)C1CCN(C2CCN(C(=O)Cc3ccc4c(c3)OCO4)CC2)CC1	16.4%	-5.0	-14.6	-5.7%	0.6%	-14.8	0.5%	0.3%	-1.0%	-4.8
Cc1sc2nc(SCC(=O)N(C)C)[nH]c(=O)c2c1C	-1.7%	0.4	-2.3	1.8%	-3.7%	7.4	2.9%	0.4%	3.9%	-1.6
CCOC(=O)C1(CCc2ccccc2)CCN(C(=O)c2occc2C)CC1	?	-25.1	2.2	-3.5%	-13.7%	-12.9	2.6%	-0.8%	-6.7%	-0.1
O=C(NCC(O)c1ccccc1)c1ccc(Cl)c(S(=O)(=O)N2CCCCC2)c1 (stereo not drawn)	-0.4%	-22.5	2.2	-5.6%	?	12.6	0.5%	6.6%	-2.6%	9.5
Cc1ccc(-c2nc(CS(=O)CC(=O)NC3CCCC(C)C3C)c(C)o2)cc1 (stereo not drawn)	0.9%	-13.0	.	-5.0%	-17.8%	-2.2	-9.4%	1.7%	1.7%	-7.2
Cc1ccc2oc(C(=O)Nc3nnc(C)s3)c(C)c2c1	24.1%	6.0	2.7	1.1%	12.2%	-25.4	-0.9%	1.0%	-0.9%	-24.4
Cc1cccc(CSc2nnnn2-c2ccccc2)c1	?	-18.7	-1.7	3.1%	-0.1%	1.1	.	0.6%	-36.7%	-8.3
COc1ccc(-c2cc(C(=O)NCc3ccco3)c3ccccc3n2)c(OC)c1	10.9%	-4.7	1.0	0.7%	-11.6%	-11.7	8.5%	2.9%	-5.0%	-7.8
O=C(CSc1nnc(-c2ccco2)o1)NC(=O)C1COc2ccccc2O1 (stereo not drawn)	7.4%	18.6	-7.5	-3.2%	-5.2%	-6.8	17.3%	0.2%	4.4%	7.2
CCOC(=O)N1CCN(C(=O)COC(=O)c2ccc([N+](=O)[O-])cc2Cl)CC1	8.9%	-2.8	.	-0.6%	.	16.1	5.5%	.	-2.5%	3.9
CC(NS(=O)(=O)c1ccccc1Cl)C1CC2CCC1C2 (stereo not drawn)	-2.5%	-7.3	0.3	-0.5%	33.5%[activator]	-7.1	6.9%	-5.7%	1.0%	3.5
Cc1cc(S(=O)(=O)Nc2ccccc2C)ccc1F	-1.5%	-13.3	0.1	-0.2%	-0.8%	9.6	-0.5%	-2.7%	2.1%[46.1 µM]	-8.8
CCN(CC)C(=O)CN(c1cccc([N+](=O)[O-])c1)S(=O)(=O)c1ccccc1	1.6%	-10.2	-0.5	1.2%	-0.9%	-6.2	4.0%	1.2%	-6.2%	4.6
CCC1CCCCN1CCN1C(=O)C2C(C(=O)Nc3cccc(OC)c3)C3C=CC2(O3)C1C(=O)NC1CCCCC1 (stereo not drawn)	-5.4%	-4.7	3.0	0.8%	1.9%	6.7	-3.0%	12.7%	0.2%	19.1
O=C(NCc1cccs1)c1cccnc1Cl	-3.1%	-10.5	0.2	-5.7%	6.9%	18.4	7.2%	0.1%	16.1%[46.1 µM]	-10.5
Cc1ccc(C(=O)c2c3ccc([N+](=O)[O-])cc3[n+]([O-])n2CCCC(N)=O)cc1	?	-5.5	.	12.3%	.	?	4.3%	.	2.5%	-1.6
CC(C)NC(=O)C1COc2ccccc2O1 (stereo not drawn)	29.8%	6.1	1.8	0.0%	-4.6%	28.2	1.8%	0.7%	-3.0%	-12.3
CCN(CCO)C(=O)CC(c1ccccc1)c1cc(Br)ccc1O (stereo not drawn)	-4.5%	4.1	1.1	3.7%	-10.3%	2.2	2.7%	-2.3%	-10.4%[46.1 µM]	4.5
Cc1ccc(N2C(=S)N=C(Nc3ccccc3C)C23CCOC(C)(C)C3)cc1 (stereo not drawn)	3.8%	-6.3	0.8	5.2%	6.5%	11.0	0.5%	-5.1%	11.1%	-2.8
Fc1ccc(CSc2nnc(-c3cc4c(s3)-c3ccccc3CC4)o2)cc1	7.2%	23.4	2.5	-3.1%	4.0%	0.2	?	-2.8%	-2.6%	-3.9
CN=C(Nc1cccc(Cl)c1)SC1CC(=O)N(c2ccc(OC)cc2)C1=O (stereo not drawn)	?	-10.8	1.7	-3.4%	-6.6%	1.7	-4.3%	10.0%	-5.1%	8.2
Cc1ccc(C(=O)Nc2ccccc2-c2ccccc2)cc1S(=O)(=O)Nc1ccccc1	?	?	.	0.4%	.	-2.5	3.2%	.	4.0%	-34.1
CC(=O)Nc1cccc(NC(=O)CCN2C(=O)c3ccccc3S2(=O)=O)c1	?	3.8	.	0.6%	.	9.1	-2.5%	.	-20.6%	5.3
